HepG2 tox = HepG2 cytotoxicity, counter-screen for TGF-b inhibitors | actives 0.76% (n = 410,000) | HepG2 CAGA-GFP viability, ATP luminescence, 18 h | AID 588856 | Potency, µM (doses to about 46.1 µM), for the others: at the top dose activity change, negative = cytotoxicity, most hits filed as cytotoxic; also: potency is read from the fitted curve at half-maximal effect; some results filed as inactive show a strong effect at the top dose
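CellTiter-Glo luminescence gave cytotoxicity after 18 hours at 37 degrees C. The cells were HepG2 CAGA-GFP in 1% FBS DMEM, stimulated with 500 pg/mL TGF-beta after compound addition. %Activity was normalised to no-cell wells (complete cell-killing) and DMSO (no toxicity), and curves were fitted and classified.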
Nrf2 activator = activates Nrf2 signaling | Potency, µM (highest dose often 46.1 µM), inactives show top-dose activation, usual class: activators | AREc32 ARE-luciferase reporter (MCF7-derived line), luminescence, 24 h | actives 0.31% (n = 410,000); also: potency is read from the fitted curve at half-maximal effect; % of control where 0% means no effect; nearly all actives have a fitted effect of over 65% in size
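AREc32_Fluc, 1000 cells/well, OPTI-MEM + 5% FBS, o/n 37 deg C 5% CO2; 23 nL cpd by pin tool, 24 hr; Steady-Glo 30 min RT, luminescence.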
A549 tox = A549 cytotoxicity, counter-screen for Nrf2 inhibitors; A549 ARE-Fluc cells, CellTiter-Fluor viability, 18-24 h; Potency, µM (titrated, usually from 46 µM), for inactives: at the highest dose activity change, negative = cytotoxicity, hits mostly inhibitors; actives 0.16% (n = 390,000); also: potency is read from the fitted curve at half-maximal effect; % is scaled to controls: 0 for no effect and ±100 for the full control effect
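Cytotoxicity counterscreen: CellTiter-Fluor fluorescence was measured in A549 ARE_Fluc cells after 18-24 h of compound exposure in a concentration series. The subsequent BugLite luminescent read reports ARE-luciferase activity.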
ATXN2 expr inh = reduces ATXN2 reporter expression in HEK-293 cells; HEK-293 ATXN2-luciferase reporter, luminescence, 24 h; actives 0.72% (n = 360,000); Potency, µM (titrated, usually from 57 µM), inactives show at the highest dose activity change, negative = inhibition, usual class: inhibitors; also: potency is read from the fitted curve at half-maximal effect; % is scaled to controls: 0 for no effect and ±100 for the full control effect; nearly all actives have a fitted effect of over 55% in size
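ATXN2-luciferase reporter cells (luciferase flanked by upstream and downstream ATXN2 gene portions) were treated 24 h at 37 °C with compounds at up to 57 uM. SteadyGlo luminescence gave expression; GF-AFC fluorescence gave viability.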
Nrf2 inh = Nrf2 pathway inhibition. A549 ARE-Fluc reporter, luciferase luminescence, 18-24 h. Potency, µM (highest dose often 46 µM), for inactives: at the top dose activity change, negative = inhibition, hits mostly inhibitors. actives 2.1% (n = 360,000); also: potency is read from the fitted curve at half-maximal effect; % is scaled to controls: 0 for no effect and ±100 for the full control effect; nearly all actives have a fitted effect of over 60% in size
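A549 ARE_Fluc cells, 5000/well, 5% FBS OPTI-MEM; compounds in dose-response, 18-24 h at 37 °C/5% CO2; CellTiter-Fluor viability read (Ex 405/Em 525), then BugLite luciferase luminescence = Nrf2 activity.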
TGFb SMAD3 inh = blocks TGF-b signaling; HepG2 CAGA-GFP TGF-b/SMAD3 reporter, GFP fluorescence, 18 h; TGF-beta stimulated, 500 pg/mL final; Potency, µM (highest dose often 46.1 µM), without a hit: at the top dose activity, negative = inhibition, most hits filed as inhibitors; actives 1.2% (n = 410,000); also: potency is read from the fitted curve at half-maximal effect; % is scaled to controls: 0 for no effect and ±100 for the full control effect; nearly all actives have a fitted effect of over 65% in size
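HEPG2 CAGA-GFP cells (1000/well, DMEM with 1% FBS) were pre-incubated 2 h at 37 degrees C, given compound by pin tool, then stimulated with TGF-beta at 500 pg/mL final for 18 h before per-cell GFP fluorescence imaging.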
MCF10A rerep = induces DNA re-replication in MCF 10a normal breast cells; actives 2.9% (n = 350,000); MCF 10A DNA re-replication, Hoechst nuclear intensity, 48 h; Potency, µM (doses to about 46.1 µM), for inactives: at the highest dose activity, positive = re-replication, usual class: activators; also: potency is read from the fitted curve at half-maximal effect; % of control where 0% means no effect; nearly all actives have a fitted effect of over 50% in size
ATXN viability = reduces viability in counter-screen for ATXN expression inhibitors. Potency, µM (titrated, usually from 56.7 µM), most hits filed as cytotoxic. S2 cells (HEK-293 line with an ATXN2-luciferase reporter) viability, CellTiter-Fluor protease fluorescence, 24 h. actives 0.49% (n = 400,000). AID 651635; also: potency is read from the fitted curve at half-maximal effect; nearly all actives have a fitted effect of over 40% in size
IL-1B inflam inh = inhibitors of inflammasome signaling (IL-1 beta secretion). activity change, % at 57.5 µM. actives 4.7% (n = 360,000). THP-1 LPS/ATP IL-1B secretion, AlphaLISA, 16 h; stronger effect = lower value. AID 743279; in the data active = activity change below about -50%; inconclusive = mostly about -30% to -49%; also: % is scaled to controls: 0 for no effect and ±100 for the full control effect
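THP-1 cells pretreated 1 hr with compounds (up to 57.5 uM final), then stimulated with LPS (250 ng/mL final) plus ATP (1.25 mM final); secreted IL-1B measured by AlphaLISA after 16 hr, decreased signal indicating inhibition.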
* = called active by the depositor; i = inactive; ? = inconclusive; . = not tested or not shown; & = joins results of further samples; [ ] = dose if it differs, or a comment. Unless noted, calls follow the shape of the dose curve; as a rule, active = well fitted curve in the direction sought with a large enough effect; inconclusive = small, poorly fitted or top-dose-only effect, or another doubt; inactive = no such curve, though single readings can be large; an effect the other way counts as inactive or inconclusive.

Molecule	HepG2 tox	Nrf2 activator	A549 tox	ATXN2 expr inh	Nrf2 inh	TGFb SMAD3 inh	MCF10A rerep	ATXN viability	IL-1B inflam inh
Cc1cccc(NC(=O)NNC(=O)COc2ccc([N+](=O)[O-])cc2)c1C	29%	-0.6%	-1%	4%	7%	17%	2%	i	8
Cc1ccnc(NC(=O)CCNC(=O)c2ccccc2Cl)c1	4%	-0.1%	5%	37%	?	-7%	-1%	i	21
Cc1cc(C)nc(Sc2ccc(/C=C(\C#N)C(N)=O)o2)n1	10%	7.2%	-2%	4%	1%	-13%	-2%	i	3
O=c1sc2ccccc2n1Cc1ccccc1	-9%	-0.6%	-17%	3%	16%	2%	0%	i	39
COc1ccc(CN2C(CC(=O)Nc3cccnc3)c3ccc(C(F)(F)F)cc3S2(=O)=O)cc1 (stereo unspecified)	-2%	0.6%	2%	10%	-7%	?	?	i	-8
CC(=O)c1ccc(NC(=O)COC(=O)C2C3CC4OC(=O)C2C4C3)cc1 (stereo unspecified)	-17%	1.6%	0%	5%	21%	2%	3%	i	-8
CCN(CC)S(=O)(=O)c1ccc(/C=C/C(=O)OCC(=O)NCc2ccc3c(c2)OCO3)cc1	3%	0.3%	0%	-4%	1%	1%	11%	i	-10
c1ccc2c(c1)c1ccccc1n2CN1CCOCC1	-26%	-0.5%	-3%	-3%	-16%	-7%	-5%	i	-6
Cn1c(C(=O)NC2CCCCC2)cc2c(=O)n(C)c3ccccc3c21	-10%	0.5%	3%	-27%	?	-16%	?	i	-6
COc1ccc(CNC(=O)CN2C(=O)COc3ccc(S(=O)(=O)NC4CCCC4)cc32)cc1	-5%&-22%	-0.2%&2.3%	-6%&-2%	0%&5%	4%&12%	-16%&-14%	-1%	i	-5
COC(=O)c1sccc1NC(=O)Nc1ccc(F)cc1F	-15%	-0.3%	1%	5%	2%	-4%	0%	i	-11
CCC12CN3CC(C)(CN(C1)C3c1ccccc1C)C2=O (stereo unspecified)	6%	-0.3%	-3%	6%	2%	-25%	.	i	.
COc1ccc([N+](=O)[O-])cc1NC(=O)CCC(=O)c1cccs1	-9%	3.3%	-1%	-9%	-38%	18%	4%	i	-12
O=C(O)CC(C(=O)Nc1cccc(C(F)(F)F)c1)C1CCCO1 (stereo unspecified)	3%	0.2%	0%	20%	0%	3%	?	i	-2
Cc1c(C(=O)N2CCOCC2)sc(NC(=O)CCl)c1C#N	-8%	?	-10%	-12%	-9%	0%	?	i	-22
COc1ccc(/C=N/NC(=O)c2cc(-c3cccn3C)n[nH]2)cc1OC	-49%	3.2%	11%	2%	-28%	-20%	-42%[inhibitor]	i	?
CN1CCN(C(=O)c2ccc(Cl)c(S(=O)(=O)N3CCCCC3)c2)CC1	0%	-0.1%	2%	-8%	.	8%	-2%	i	23
Cc1cn(CC(=O)N[C@H](CO)Cc2c[nH]c3ccccc23)c(=O)[nH]c1=O	3%	-0.1%	1%	4%	1%	7%	?	i	20
NC(=O)CC(NC(=O)Cc1cccc2ccccc12)c1ccc(N2CCC(Br)CC2)c([N+](=O)[O-])c1 (stereo unspecified)	-28%	3.8%	-19%	?	?	13µM*	9%	?	-27
Cc1cccc(NC(=O)CCCN2C(=S)NC(C)(C)CC2C)c1C (stereo unspecified)	-1%	0.6%	0%	-19%	6%	1%	2%	i	1
CC(=NNC(=S)N1CCN(c2ccccn2)CC1)c1nccs1	1%	6.0%	-27%	?	13µM*	?	?	?	0
CCOC(=O)C(C)CC(C)C(=O)N1CCOCCOCCN(C(=O)C(C)CC(C)C(=O)OCC)CCOCC1 (stereo unspecified)	1%	0.4%	2%	-3%	-20%	6%	-2%	i	-17
COc1cccc(OC)c1CNC(=O)C1CCC(=O)N(CC2CCCCC2)C1 (stereo unspecified)	-8%	-0.4%	-5%	-1%	10%	1%	-3%	i	9
O=C(CN1C(=O)NC2(CCc3ccccc32)C1=O)c1ccc(Cl)cc1 (stereo unspecified)	-18%	-0.8%	9%	7%	-1%	-3%	?	i	-7
CS(=O)(=O)Nc1ccccc1-c1cccc2nccn12	0%	0.2%	.	12%	.	12%	.	i	14
COc1cc(C(=O)NCc2nc3cccnc3n2Cc2ccc(C)cc2)cc(OC)c1OC	-15%	0.3%	-1%	.	.	-2%	.	.	.
O=C(Oc1ccc(-c2nccc(-c3ccccn3)n2)cc1)c1cccc(C(F)(F)F)c1	5%	-0.7%	-7%	66%[activator]	.	0%	0%	i	-13
CC1=CC(=O)C(C(C)C)=CC1=NC(=O)c1ccc(C)cc1	-5%	3.0%	0%	.	-14%	-10%	-1%	?	15
CCOc1ccc(NC(=O)CSc2nc3c(oc4ccccc43)c(=O)n2-c2ccccc2C)cc1	-17%	3.4%	-13%	.	-19%	0%	.	.	.
Cn1c(Cc2ccccc2)nnc1SCC(=O)Nc1ccc2c(c1)OCO2	-14%	0.3%	-21%	8%	-30%	-2%	11%	i	0
COc1ccc(CCNC(=S)c2ccccc2)cc1OC	-27%	0.3%	-16%	-19%	?	-2%	-8%	i	?
Nc1c(Cl)c(Cl)nc(C(=O)OCC(=O)NC2CCCCC2)c1Cl	0%	0.5%	-13%	4%	-5%	?	-6%	i	i
CC(O)[C@H]1CNC(=O)C(=O)N1CCc1cccc(F)c1 (stereo partly specified)	-9%	0.3%	9%	7%	10%	-19%	-1%	i	27
CCN1C(=O)c2cccc3c(S(=O)(=O)N4CCCC4C(=O)O)ccc1c23 (stereo unspecified)	-2%	-0.5%	1%	9%	4%	-6%	-14%	i	2
CN1CCN(C(=O)C2=C[C@@H](C3CCCCC3)C[C@@H](OCc3ccc(CO)cc3)O2)CC1	-7%	-0.8%	2%	-4%	8%	-28%	?	i	0
C[C@@]12CCC3[C@@](CCC4[C@@]3(C)CCC[C@@]4(C)C(=O)NCc3ccccc3)(CC1=O)C2 (stereo partly specified)	-28%	-0.6%	-1%	-25%	-21%	?	29%	i	19
Cc1cc(C)c(C)c(S(=O)(=O)N2CCN(CC(=O)Nc3sccc3C#N)CC2)c1C	-20%	0.7%	-9%	-2%	-7%	?	4%	i	17
O=C(Nc1ccc(Cl)cc1)c1ccc2sc([C@@H]3O[C@H](CO)[C@H](O)[C@H](O)[C@H]3O)nc2c1	-15%	0.0%[9.22 µM]	.	17%	.	2%	.	i	30
FC(F)(F)c1nnc2ccc(NCn3nnc4ccccc43)nn12	-15%	2.0%	0%	15%	10%	-1%	?	i	62
c1ccc(CSc2ncn[nH]2)nc1	-2%	0.0%	-2%	4%	-8%	-1%	?	i	0

A different layout for 3 compounds above.
CCN1C(=O)c2cccc3c(S(=O)(=O)N4CCCC4C(=O)O)ccc1c23 (stereo unspecified)
  HepG2 tox = -2%
  Nrf2 activator = -0.5%
  A549 tox = 1%
  ATXN2 expr inh = 9%
  Nrf2 inh = 4%
  TGFb SMAD3 inh = -6%
  MCF10A rerep = -14%
  ATXN viability = i
  IL-1B inflam inh = 2
CN1CCN(C(=O)C2=C[C@@H](C3CCCCC3)C[C@@H](OCc3ccc(CO)cc3)O2)CC1
  HepG2 tox = -7%
  Nrf2 activator = -0.8%
  A549 tox = 2%
  ATXN2 expr inh = -4%
  Nrf2 inh = 8%
  TGFb SMAD3 inh = -28%
  MCF10A rerep = ?
  ATXN viability = i
  IL-1B inflam inh = 0
C[C@@]12CCC3[C@@](CCC4[C@@]3(C)CCC[C@@]4(C)C(=O)NCc3ccccc3)(CC1=O)C2 (stereo partly specified)
  HepG2 tox = -28%
  Nrf2 activator = -0.6%
  A549 tox = -1%
  ATXN2 expr inh = -25%
  Nrf2 inh = -21%
  TGFb SMAD3 inh = ?
  MCF10A rerep = 29%
  ATXN viability = i
  IL-1B inflam inh = 19

Next structures
Molecule	HepG2 tox	Nrf2 activator	A549 tox	ATXN2 expr inh	Nrf2 inh	TGFb SMAD3 inh	MCF10A rerep	ATXN viability	IL-1B inflam inh
CCCCC(CC(O)COCCC)C(=O)NN (stereo unspecified)	-17%	-0.6%	7%	-19%	-8%	-15%	9%	i	0
CC(=O)N1CCN(C(=O)c2cccc(S(=O)(=O)N3CCN(c4ccccc4)CC3)c2)CC1	4%	-0.8%	8%	1%	-3%	-10%	3%	i	3
Cn1c(SCC(=O)Nc2ccc(N3CCOCC3)c(Cl)c2)nnc1-c1ccccc1	-29%	-0.3%	-9%	2%	?	26%	-3%	i	-13
COc1ccccc1NCC(=O)N/N=C(\C)c1cccs1	-168%	4.4%	5%	14%	10%	0%	0%	i	-18
CCCCC#Cc1ccccc1CC(=O)Nc1ccccc1	-11%	-0.4%	-9%	4%	0%	?	?	i	20
CC(C)N(C(=NCc1ccccc1)NC(=O)c1ccccc1)C(C)C	2%	-1.3%	-2%	0%	10%	-7%	0%	i	-1
FC(F)(F)Oc1ccc(NC(=S)Nc2ccccc2N2CCOCC2)cc1	-8%	2.0%	4%	-34%	14%	-6%	29%	i	21
NC(=O)c1ccc(NC(=O)COC(=O)c2ccc(Br)o2)cc1	5%	-0.5%	-6%	6%	8%	12%	-1%	i	-9
CCOc1ccccc1NC(=O)c1cccc2c1C(=O)N(C1CCCCC1)C2	-12%&-3%	-0.3%&-1.6%	6%&7%	14%&8%	-8%&-13%	-3%&-12%	3%	i	?
O=C(CNc1ccccc1)N/N=C/c1c[nH]c2ccccc12	-5%	0.7%	?	.	20%	-10%	10%	i	-15
CCc1cccc(CC)c1NC(=O)Cn1c(-c2ccccc2Cl)nc2ccccc21	24%	0.6%	-1%	13%	0%	51%[activator]	?	i	26
CC1(C)Oc2ccc(C(=O)Nc3ccccc3)cc2N(CC#N)C1=O	-10%	0.0%	1%	23%	?	4%	-17%	i	-7

Screening results as filed in PubChem.
